High-throughput results from PubChem.
Tat transport: E. coli Tat transport inhibition | E. coli MC4100 TorA-mCherry Tat export, fluorescence | inhibition, % at 10 µM | 0.036% of 340,000 active;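 active = mean replicate inhibition at least 50% and at least half of replicates individually reaching 50%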;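 also: exported cargo escapes ClpAP degradation while cytoplasmic cargo is degraded and loses fluorescence; 0% = median of neutral control wells and 100% = median of NaSCN control wells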
PKA-R1A act: PKA-R1A complex activation; P00514+P68181; PKA-R1A dissociation, Cy5-IP20 fluorescence polarization; scaled: DMSO 0%, 113 µM cGMP 100%; activation, % at 11.4 µM; 0.083% of 340,000 active; AID 504707;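 active = percent activation above the mean of all tested compounds plus 3 SD, cut at about 19% in these data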;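 also: higher means more PKAc released from R1A so a rise in polarization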
OPRM1-OPRD1 inv: inverse agonists of human mu-delta opioid receptor heterodimerization | P35372+P41143 | inhibition, % at 9.3 µM | cell-based MOR-DOR heterodimer luminescence, inverse agonism | 0.21% of 340,000 active; in the data active = inhibition above about 22%, passing the limit was not always enough;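 also: 0% = cells with DMSO and 100% = wells without cells with DMSO; values of inactives mirror those of a sister screen read the other way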
PKA-R2B act: activators of human PKA-R2B complex. PKA-R2B holoenzyme dissociation, Cy5-IP20 fluorescence polarization; R2B truncated from residue 108, S112A mutant; 0% DMSO only, 100% 113 µM cGMP. activation, % at 11.4 µM. 0.079% of 340,000 active. AID 504700;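 active = activation above a cutoff set at the mean over all compounds plus 3 SD, cut at about 18% in these data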;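 also: higher means more holoenzyme dissociation and a rise in polarization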
Target sequence (P31323 whole entry, looked up, other chains not shown, the tested form may be a part): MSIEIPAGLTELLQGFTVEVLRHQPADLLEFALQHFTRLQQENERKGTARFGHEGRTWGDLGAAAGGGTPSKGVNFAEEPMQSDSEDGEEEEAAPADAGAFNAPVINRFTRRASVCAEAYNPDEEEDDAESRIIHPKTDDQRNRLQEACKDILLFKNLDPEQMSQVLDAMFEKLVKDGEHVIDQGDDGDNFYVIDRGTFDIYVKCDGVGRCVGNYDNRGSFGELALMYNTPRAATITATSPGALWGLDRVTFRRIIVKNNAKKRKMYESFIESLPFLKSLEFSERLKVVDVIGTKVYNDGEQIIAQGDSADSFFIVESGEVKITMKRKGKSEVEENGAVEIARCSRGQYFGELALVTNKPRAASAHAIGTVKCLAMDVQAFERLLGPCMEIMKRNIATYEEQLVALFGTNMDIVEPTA
phage Ecoli inh: E. coli growth loss with phage present; growth absorbance; inhibition, % at 11.9 µM; 0.26% of 360,000 active; AID 651602; in the data active = inhibition above about 11%
E coli growth: counter-screen for AddAB inhibitors: E. coli growth inhibition. inhibition, % at 11.9 µM. 0.27% of 330,000 active. E. coli V3065 growth, OD600 absorbance, 18 h. AID 449728;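 active = inhibition above the campaign's mean inhibition across all tested compounds plus 3 SD, cut at about 9.9% in these data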;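 also: uninfected addAB+ strain grown without phage in ampicillin broth; 0% = DMSO wells and 100% = ciprofloxacin 0.95 µg/ml wells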
HTR5A inv ctr: counter-screen for OPRM1-OPRD1 inverse agonists: human HTR5A inverse agonism | HTR5A cell line, luminescence | 0.083% of 340,000 active | inhibition, % at 9.3 µM | P47898; in the data active = inhibition mostly above about 23%, no sharp cut-off; inactive = mostly below about 18%;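 also: 0% = cells with DMSO and 100% = no-cell wells with DMSO; some compounds called inactive have numbers as strong as hits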
Target sequence (P47898 whole entry, looked up): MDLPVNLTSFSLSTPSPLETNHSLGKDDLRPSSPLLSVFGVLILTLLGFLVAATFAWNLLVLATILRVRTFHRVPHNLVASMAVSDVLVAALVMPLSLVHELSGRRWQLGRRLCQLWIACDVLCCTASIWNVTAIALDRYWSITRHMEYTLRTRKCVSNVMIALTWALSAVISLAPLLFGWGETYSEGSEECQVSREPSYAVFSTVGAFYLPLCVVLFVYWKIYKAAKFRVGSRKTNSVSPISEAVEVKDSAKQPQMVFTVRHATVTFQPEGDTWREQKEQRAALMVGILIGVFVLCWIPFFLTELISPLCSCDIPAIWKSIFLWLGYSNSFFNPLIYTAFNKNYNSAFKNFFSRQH
MOR-DOR ag: OPRM1-OPRD1 heterodimerization agonism; P35372+P41143; 0.3% of 340,000 active; AID 504326; cells, luminescence; activation, % at 9.3 µM; in the data active = activation above about 18%;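 also: 0% = vehicle-treated cells and 100% = reference agonist; values of inactives mirror those of a sister screen read the other way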
AddAB inh: less growth of phage-infected E. coli with AddAB; E. coli expressing H. pylori AddAB, absorbance growth; inhibition, % at 11.9 µM; 0.29% of 330,000 active; in the data active = inhibition above about 12%;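 also: 0% = vehicle wells of infected cells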
SUMO Mot1 rescue: blocks SUMOylation pathway, rescuing yeast Mot1-301 growth. S. cerevisiae Mot1-301 growth rescue, ATP luminescence, 38.5C; percent above DMSO median, 100 means doubled. growth rescue, % at 18.8 µM. 1% of 320,000 active;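 active = every valid replicate shows activation above 250% relative to neutral control wells; inactive = the rest, any valid replicate at or below 250%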;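 also: OY570 slx delta 5 strain wells were the positive control but not used for scaling; some compounds called inactive have numbers as strong as hits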
PfHsp90 set2: inhibits growth of yeast expressing Plasmodium falciparum Hsp90; S. cerevisiae expressing PfHsp90, BacTiter-Glo ATP, 48 h; yeast lacking PDR1 and PDR3 efflux regulators; inhibition, % at 9.4 µM; 0.32% of 310,000 active; AID 504621;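 active = every replicate shows inhibition above about 80%, whatever the replicate mean, limit read from the data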;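 also: 0% = DMSO neutral controls and 100% = 20 µM radicicol positive controls; yeast relying on Plasmodium falciparum Hsp90 in place of its own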
* = called active by the depositor; i = inactive; nt = no result given.

SMILES	Tat transport	PKA-R1A act	OPRM1-OPRD1 inv	PKA-R2B act	phage Ecoli inh	E coli growth	HTR5A inv ctr	MOR-DOR ag	AddAB inh	SUMO Mot1 rescue	PfHsp90 set2
CC(=O)OCCN(CCOC(C)=O)c1c(C)[nH]c(=O)[nH]c1=O	2	-9	7	-2	0.8	-0.9	9	-1.2	-0.8	-11	4
COC(=O)CSc1nnc(-c2ccc(S(=O)(=O)NCc3ccccc3Cl)cc2)o1	-6	1	11	3	2.5	1.7	-9	-2.4	2.8	-22	nt
COc1cccc(-c2[nH]nc3c2C(c2ccoc2)C(C#N)=C(N)O3)c1 (stereo unspecified)	12	2	4	11	-0.9	2.3	-12	-0.9	-1.6	-5	-14
CN1CCCC(OC(=O)c2ccc(C(C)(C)C)cc2)C1 (stereo unspecified)	-8	3	8	11	-0.5	-0.4	0	-1.6	0.8	-3	-11
COc1ccc(/C=C2\Sc3ccc(C(=O)NCC4CCCO4)cc3N(C)C2=O)cc1 (stereo unspecified)	-4	2	19	12	-0.7	-1.4	-8	-3.7	0.6	-6	-22
CCCc1ncc(C(O)(c2ccccc2)c2ccccc2)n1C	-2	4	1	1	4.9	-1.2	0	-0.1	1.9	17	20
CC(C)C(OC(=O)c1nsc(Cl)c1Cl)C(=O)NCc1ccccc1 (stereo unspecified)	-3	7	7	8	-1.7	1.6	1	-1.3	2.1	-4	-2
COCC(=O)NCc1nc2ccccc2[nH]1	-4	-4	3	-4	1.5	-3.8	4	-0.6	-2.2	30	nt
CCCOC(=O)Nc1cccc(C(C)=O)c1	0	3	-6	-4	2.1	-0.1	-10	1.0	0.7	-4	29
COc1ccc(CC(=O)Nc2cc(C)ccn2)cc1OC	4	4	9	11	1.7	1.8	2	-1.7	6.5	-1	-33
COc1cc(OC)cc(C(=O)O/N=C(\N)c2ccncc2)c1	18	-1	-19	4	3.7	-1.6	4	3.6	0.1	4	25
CCOc1cc(/C=N/NC(=O)C(=O)N2CCCC2)ccc1O	-3	4	2	1	2.8	-2.7	-15	-0.3	0.2	-5	-62
Cc1cccc(C(=O)NNC(=O)c2ccccc2C)c1	14	-4	-14	-6	0.7	-0.2	15	1.9	0.5	-3	-6
COc1ccc(C2C(C(=O)c3ccco3)=C(O)C(=O)N2c2nnc(C)s2)cc1OC (stereo unspecified)	-17	4	8	4	1.0	-1.4	-6	-1.5	3.2	5	12
O=C(NC1=NCCS1)c1ccc(Cl)c(S(=O)(=O)N2CCCCCC2)c1	6	-1	14	-6	2.7	-0.1	1	-2.7	0.9	-5	15
CC1(C)Cc2nc3sc4c(SCC(=O)NCc5ccccc5)ncnc4c3cc2CO1	-8	-1	26	-2	2.0	-2.6	6	-5.9	3.4	nt	-9
COc1ccc(-c2noc(CCC(=O)NCCc3cccc(C)c3)n2)cc1	6	-10	-2	4	-0.6	-0.6	2	0.3	0.3	-9	-14
CC(/C=C/c1ccccc1)=N\NC(=O)Cn1nc(C)cc1C	3	-9	20	10	4.8	-0.3	9	-3.8	1.9	2	-9
CCc1[nH]nc(C(=O)N2CCCC(N3CCN(c4ccccc4C)CC3)C2)c1C (stereo unspecified)	3	-3	20	-2	2.9	1.8	7	-3.9	-5.0	-2	5
CCOCCOCCC(C(=O)O)P(=O)(c1ccccc1)c1ccccc1 (stereo unspecified)	3	7	-2	-3	3.1	1.4	-4	0.4	4.5	-3	-3
OCC[C@H]1C[C@@H](O)[C@H](O)[C@@]2(CCCc3ccccc3O2)O1	-8	-4	4	-9	2.1	-0.5	3	-0.7	2.2	11	35
FC(F)(F)c1ccccc1NC(=S)Nc1cccc2cnccc12	10	0	-28	9	3.3	nt	-5	6.0	nt	nt	17
CCNC(=S)Nc1ccc(C)c(Cl)c1	-2	-16	1	-4	5.2	-1.5	-1	-0.2	-1.1	-2	10
O=C(Cc1c(O)c2ccccc2[nH]c1=O)NCc1cccc(F)c1	-5	7	14	3	nt	-0.8	4	-2.8	-0.8	-3	nt
COc1cc(/C=C(\C#N)C(=O)N2CCCCC2)ccc1O	-1	-2	19	-3	-0.6	-0.2	9	-4.0	3.7	-4	-24
(more compounds)
SMILES	Tat transport	PKA-R1A act	OPRM1-OPRD1 inv	PKA-R2B act	phage Ecoli inh	E coli growth	HTR5A inv ctr	MOR-DOR ag	AddAB inh	SUMO Mot1 rescue	PfHsp90 set2
O=C(Nc1ccc(Cl)cc1)NN1CC(=O)N(c2cccc(C(F)(F)F)c2)CC1=O	0	-6	6	-8	-1.9	-2.9	9	-1.1	-0.5	289	6
COc1ccc(NC(=O)C2=NN(c3ccccc3)C(=O)CC2)cn1	4	-17	12	8	-0.1	-1.2	-21	-3.0	-0.9	13	nt
O=C(CCN1C(=O)/C(=C/c2ccccc2Cl)SC1=S)NN1CCOCC1	-4	-6	15	-2	1.4	2.0	-11	-2.8	1.5	1	22
O=C(NCCc1ccc(Cl)cc1)c1cccc(NC2=NC3CS(=O)(=O)CC3S2)c1 (stereo unspecified)	-7	-6	7	16	2.4	-1.5	-16	-1.3	-2.0	17	-11
CN(C)CCCn1c(=S)[nH]c2sc3c(c2c1=O)CCCC3	2	0	21	4	1.5	0.8	-5	-3.9	3.3	77	2
COCCNC(=O)c1onc(CSc2ccccc2F)c1C(=O)O	-35	-6	15	-10	1.2	1.6	-6	-2.6	3.2	1	11
Cc1nc([N+](=O)[O-])c(N2CCOCC2)n1Cc1ccccc1	-4	nt	nt	nt	1.5	1.7	nt	nt	0.4	11	1
COc1ccc(C(=O)Nc2ccc(S(=O)(=O)N3CCOCC3)cc2)cc1[N+](=O)[O-]	-1	0	15	-7	1.1	0.9	6	-3.0	0.8	-12	-8
O=[N+]([O-])c1cc(Br)c(O)c(/C=N/Nc2nnnn2-c2cccc3ccccc23)c1	-2	-5	8	1	2.8	2.2	12	-1.6	4.3	-18	-4
COCCCNC(=S)N1CCN(C(=O)c2ccco2)CC1	13	-3	13	-21	-0.4	-1.0	-7	-2.5	0.7	15	7
COc1ccc(-n2cnnc2SCC(=O)Nc2cc(C(C)(C)C)nn2-c2ccccc2)cc1	-3	-12	14	-14	3.4	0.0	16	-2.8	1.1	6	13
C/C(Cn1cnc([N+](=O)[O-])n1)=N\NC(=O)c1ccccc1	-6	11	9	-6	4.1	-0.4	-21	-1.5	-3.0	-6	nt
O=C(NCc1ccco1)c1cccc2c1C(=O)c1ccc(/C=C/c3ccccc3)cc1S2(=O)=O	8	-1	8	-13	0.7	-0.1	-31	-1.3	2.8	1	-12
Cc1ccccc1NC(=O)c1cccc(S(=O)(=O)N2CCCCC2)c1	4	-5	1	4	3.6	-2.4	-8	-0.2	-2.4	-10	-5
CCCN(CCC)C(=O)CC(c1ccccc1)c1ccc(C)cc1O (stereo unspecified)	10	-7	-78	-2	1.6	0.6	-9	15	-0.5	-8	5
NC(=O)CC(NC(=O)c1ccccc1)c1ccc(NC2CCC2)c([N+](=O)[O-])c1 (stereo unspecified)	-9	5	15	-7	1.9	-1.8	-5	-2.6	-1.0	-10	-6
Cc1[nH]nc2ncc(C(=O)c3cc(F)ccc3O)cc12	-2	-17	14	-6	4.7	2.9	3	-2.5	1.7	-8	30
Cc1cc(C(=O)O)ccc1-n1c(C)cc(/C=C2\SC(=O)NC2=O)c1C	-9	5	11	-1	2.8	-3.4	-5	-2.1	-1.6	-17	-6
CCOc1ccccc1OCC(=O)OCC(=O)Nc1ncc(Cl)cc1Cl	-5	1	8	-3	-0.2	-0.8	-16	-1.3	2.0	-8	-3
CCOC(=O)c1ccc(N2C(=O)Cc3ccccc3C2=O)cc1	-1	4	-2	-15	1.1	-0.6	-3	0.2	2.9	-4	-1
Cc1ccc(C(O)Cn2nc(C)cc2C)cc1 (stereo unspecified)	-5	8	3	-6	1.8	-0.2	-14	-0.5	-2.3	4	1
CSc1nc2nc3c(cc2c(=O)n1-c1ccccc1)COC(C)(C)C3	1	2	10	-3	1.4	0.2	-1	-1.7	1.6	3	-3
CCOc1ccc(-n2nnnc2SCC(=O)N2CCOCC2)cc1	-3	-8	7	-12	3.0	1.6	-23	-1.4	0.8	-12	7
Cc1ccc(C(=O)/C=C/c2ccc3c(c2)OCCO3)c(O)c1	3	-2	1	-14	-0.9	0.9	-6	-0.1	3.3	-13	16
CCN(c1ccc(OC)cc1)S(=O)(=O)c1nnc(NC(=O)COc2ccc(C)cc2)s1	-1	-1	5	-15	nt	0.6	2	-1.1	-1.5	-7	9

Only PKA-R1A act, for some of the entries so far:
SMILES	PKA-R1A act
O=[N+]([O-])c1cc(Br)c(O)c(/C=N/Nc2nnnn2-c2cccc3ccccc23)c1	-5
COCCCNC(=S)N1CCN(C(=O)c2ccco2)CC1	-3

(list continues)
SMILES	Tat transport	PKA-R1A act	OPRM1-OPRD1 inv	PKA-R2B act	phage Ecoli inh	E coli growth	HTR5A inv ctr	MOR-DOR ag	AddAB inh	SUMO Mot1 rescue	PfHsp90 set2
COc1ccc(OC)c(NC(=O)C(=O)NNC(=O)C23CC4CC(CC(C4)C2)C3)c1	-2	nt	nt	nt	-2.8	-3.1	nt	nt	-2.1	10	-6
COC(=O)c1cc(NS(=O)(=O)c2ccc(C)c3ccccc23)ccc1N1CCOCC1	11	-9	5	-4	-1.0	-1.4	0	-1.0	-1.4	1	-10
COc1ccccc1C(=O)NNC(=O)C(=O)Nc1cccc(Cl)c1C	-16	-3	6	0	-5.2	-4.0	5	-1.1	-2.7	35	-8
COc1cccc(CC2(CO)CCCN(Cc3ccccc3-c3ccco3)C2)c1 (stereo unspecified)	2	3	i	-8	5.0	1.5	-29	97*	2.5	8	8
Fc1ccc(-n2cnnn2)c(F)c1	0	-5	-6	-5	0.4	0.9	-28	1.0	3.7	-9	7
Cc1ccc(-c2ccc(=O)n(CC(=O)Nc3ccc4c(c3)OCCO4)n2)cc1	3	6	1	3	4.4	2.1	-2	-0.2	4.0	17	12
CS(=O)(=O)N(Cc1ccc(C(=O)NC2CCCCC2O)cc1)c1ccccc1 (stereo unspecified)	0	-16	10	4	3.3	-2.3	3	-1.9	3.2	-2	6
Cc1ccc(S(=O)(=O)N2CCN(CCC#N)CC2)cc1	2	6	7	1	1.5	-0.3	-22	-1.6	2.0	-3	-1
Oc1ccc(NCc2cccc(OCc3ccccc3)c2)cc1	-15	-7	-44	0	3.7	0.2	-18	8.0	-2.9	nt	-11
CCOCCOC(=O)c1cccc2c1-c1ccccc1C2=O	1	-6	-6	-13	0.9	0.9	15	1.0	2.5	-8	13
COc1ccc2cc(CCNS(=O)(=O)c3c(C)cc(C)cc3C)c(=O)[nH]c2c1	9	-9	-2	-2	2.6	-3.9	-6	0.3	1.7	-4	-10
COc1ccc2c(c1)/C(=C\c1cccc(/C=C3/C(=O)Nc4ccc(OC)cc43)n1)C(=O)N2	12	-6	10	-11	7.1	nt	12	-2.1	nt	nt	-4
CCOc1ccc(CCNC(=O)C2CC(=O)N(CCc3ccccc3)C2)cc1OCC (stereo unspecified)	-4	0	-10	4	2.7	0.1	-8	1.8	1.1	7	-22
O=C1NC2(CCCCC2)C(=O)N1/N=C/c1ccccc1Br	0	-14	-16	3	3.3	1.7	4	3.1	3.2	-1	12
C=CCNC(=O)c1onc(CSc2ccccc2)c1C(=O)O	15	-8	5	-18	-0.2	-1.9	-29	-0.9	0.5	-2	-1
